# All columns: NCI-60 one-dose screen, growth in % after 48 h at 10 µM unless noted; 100 = growth as untreated, 0 = no growth, -100 = all killed.
# T-47D = T-47D breast cancer; AID 1794792; 79,000 tested, 5% active
# MALME-3M = MALME-3M melanoma; 78,000 tested, 5.8% active
# BT-549 = BT-549 breast cancer | 78,000 tested, 4.4% active
# UACC-62 = UACC-62 melanoma; 81,000 tested, 5.4% active
# SK-MEL-2 = SK-MEL-2 melanoma; 77,000 tested, 4.7% active; AID 1794763
# SK-MEL-28 = SK-MEL-28 melanoma; 81,000 tested, 4.1% active; AID 1794761
# HS 578T = HS 578T breast cancer; 78,000 tested, 4.1% active; AID 1794788
# UACC-257 = UACC-257 melanoma; 78,000 tested, 4.4% active
# * hit, by the source's call; / = not tested or not shown; & = joins results of further samples. The calls were made as follows: active = growth percent below 10; inactive = the rest. The list is partial. The share of hits here may be higher or lower than overall.
SMILES,T-47D,MALME-3M,BT-549,UACC-62,SK-MEL-2,SK-MEL-28,HS 578T,UACC-257
COC(=O)CN1CC1,98&95,136&90,117&98,81&106,102&115,116&102,106&90,111&102
COc1ccc(C(CN(C)C)C2(O)CCCCC2)cc1 (centres undefined),96,101,108,106,116,130,104,108
NC(N)=N/N=C\c1c[nH]c2ccccc12,101,151,86,95,29,129,103,171
O=S(=O)(c1ccc(Cl)cc1)c1ccc(Cl)cc1,83&93,102&97,111&103,87&87,89&99,114&110,99&108,102
Cn1c(=O)c2nncnc2n(C)c1=O,119,105,60,101,107,110,115,100
O=C([O][Hg][CH2]C1COCC([CH2][Hg][O]C(=O)c2ccccc2)O1)c1ccccc1 (centres undefined),11,-80*,97,91,105,115,89,-69*
O=C(NC(O)C(Cl)(Cl)Cl)c1ccccc1 (centres undefined),100,122,98,97,106,109,100,92
O=P(N1CC1)(N1CC1)N1CCc2ccccc21,111,109,99,93,121,115,106,110
Cc1cc(N)ccc1S(=O)(=O)F,107,101,112,101,106,111,/,102
C=CC(O)P(=O)(OC)OC (centres undefined),101,118,95,106,104,102,96,/
COC(=O)C1=COC(C)C2CN3CCC4(C(=O)Nc5ccccc54)C3CC12 (centres undefined),96,102,108,95,87,106,107,86
CC(C)(C)C1COC(=O)C1 (centres undefined),99,93,107,106,118,100,105,95
CC(=O)c1c(O)[nH]c(=S)[nH]c1=O,106,90,108,95,116,103,104,105
CCOP(=O)(CC(N)=O)OCC,91,109,103,101,98,93,107,97
COc1ccc(/C=C/C(=O)c2cc(S(=O)(=O)N(CCCl)CCCl)c(OC)cc2OC)cc1,91,85,86,87,108,103,90,90
O=C1NC(=O)C(CCOc2ccccc2)(CCc2ccccc2)C(=O)N1,89,103,100,101,102,120,99,91
O=[N+]([O-])c1cc([N+](=O)[O-])c(Cl)s1,124,160,/,95,/,96,90,108
CCCCCCCC[N+]12CN3CN(CN(C3)C1)C2,/,98,94,92,120,99,92,99
C[C@]12CC[C@H]3[C@@H](CCC4=CC(=O)CC[C@@]43CCl)[C@@H]1CC[C@@H]2O,93,100,109,61,105,93,52,95
O=CN1N=C(c2ccc(F)cc2)CC1c1sc(N(CCCl)CCCl)nc1Cl (centres undefined),79,109,88,72,85,97,92,90
CC(Cc1ccccc1)NC(C#N)c1ccccc1 (centres undefined),49,110,114,104,107,115,106,/
CC1(OO)CCC2CC1C2(C)C (centres undefined),99,88,92,83,102,122,98,101
CC(=O)C(c1ccccc1)c1ccccc1,96,97,102,93,112,102,/,97
O=C1NC(=O)C(=Cc2cn(CC(O)Cn3cc(C=C4C(=O)NC(=O)NC4=O)c4ccccc43)c3ccccc23)C(=O)N1,92,98,83,106,113,111,108,110
C[C@]12C[C@@H](CO)[C@H](O)C[C@@H]1CC[C@@H]1[C@@H]2CC[C@@]2(C)[C@H]1CC[C@]2(C)O,102,109,108,99,114,107,/,97
c1ccc2c(CNC3CCCCC3)c[nH]c2c1,107,102,104,96,116,98,114,105
CNC(=O)Oc1ccccc1-c1ccccc1,105,102,103,102,76,109,107,101
CCCCCN(CCCCC)CC(O)c1ccc(I)cc1 (centres undefined),87,109,105,89,99,104,92,101
COC(=O)C(=[N+]=[N-])C(=O)OC,109,110,103,95,91,105,121,96
COc1ccc(CC(C)NCc2ccccc2)cc1OC (centres undefined),93,86,102,99,98,95,103,/

# Three of the compounds above, as labelled records.
COc1ccc(/C=C/C(=O)c2cc(S(=O)(=O)N(CCCl)CCCl)c(OC)cc2OC)cc1
  T-47D: 91 | MALME-3M: 85 | BT-549: 86 | UACC-62: 87 | SK-MEL-2: 108 | SK-MEL-28: 103 | HS 578T: 90 | UACC-257: 90

CC1(OO)CCC2CC1C2(C)C (centres undefined)
  T-47D: 99 | MALME-3M: 88 | BT-549: 92 | UACC-62: 83 | SK-MEL-2: 102 | SK-MEL-28: 122 | HS 578T: 98 | UACC-257: 101

O=P(N1CC1)(N1CC1)N1CCc2ccccc21
  T-47D: 111 | MALME-3M: 109 | BT-549: 99 | UACC-62: 93 | SK-MEL-2: 121 | SK-MEL-28: 115 | HS 578T: 106 | UACC-257: 110

# The results go on:
SMILES,T-47D,MALME-3M,BT-549,UACC-62,SK-MEL-2,SK-MEL-28,HS 578T,UACC-257
CC(C)NC(=O)NC(=O)CI,103,118,113,102,115,114,97,111
CC1(C)N=C(N)N=C(N)N1c1ccc(CCC(=O)Nc2cccc(S(=O)(=O)F)c2)cc1,98,-7.6*,85,45,102,103,121,73
CC12CCC3C(CC=C4CC(O)CCC43C)C1C/C(=C\c1ccc(N(CCCl)CCCl)cc1)C2=O (centres undefined),88,103,96,88,106,105,/,83
NC(N)=N/N=C\c1ccc2c(c1)OCO2,103,95,95,102,126,103,94,99
COc1ccc(C(Cc2ccccc2)N2CCCCC2)cc1 (centres undefined),86,96,82,100,104,100,107,104
CCCC1(CC(C)C)C(=O)NC(=S)NC1=O,95,103,113,101,101,102,113,106
COP(=S)(OC)Oc1ccc([N+](=O)[O-])c(Cl)c1,91,123,98,104,91,/,109,108
CCC1COCC1Cc1cncn1C (centres undefined),96,109,/,97,126,107,131,104
c1ccc(CSC(c2ccccc2)c2ccccc2)cc1,117,110,116,103,114,143,112,105
CC(=O)OC1=NC(C)c2c1cc(OC(C)=O)[nH]c2=O (centres undefined),107,113,119,109,145,130,127,133
CC(C)CCC[C@@H](C)C1CCC2C3CCC4=C/C(=N/OC(=O)c5ccc(N(CCCl)CCCl)cc5)CC[C@]4(C)C3CC[C@@]21C (some centres undefined),91,100,101,99,109,107,110,101
CC1C(c2ccccc2)OCCN1C (centres undefined),/,/,102,101,110,106,104,109
CCc1ccccc1[N+](=O)[O-],99,118,110,96,103,105,105,102
CCCn1cc(C(=O)C2C(C)(C)C2(C)C)c2ccccc21,94,91,101,93,95,101,106,104
CCCCn1c(=O)c(C(c2c(O)c3ccccc3oc2=O)c2cn(C)c3ccccc23)cc2cc(Cl)ccc21 (centres undefined),101,110,104,96,106,104,112,103

# The final six compounds of the part above come first, to join the parts.
SMILES,T-47D,MALME-3M,BT-549,UACC-62,SK-MEL-2,SK-MEL-28,HS 578T,UACC-257
CC(=O)OC1=NC(C)c2c1cc(OC(C)=O)[nH]c2=O (centres undefined),107,113,119,109,145,130,127,133
CC(C)CCC[C@@H](C)C1CCC2C3CCC4=C/C(=N/OC(=O)c5ccc(N(CCCl)CCCl)cc5)CC[C@]4(C)C3CC[C@@]21C (some centres undefined),91,100,101,99,109,107,110,101
CC1C(c2ccccc2)OCCN1C (centres undefined),/,/,102,101,110,106,104,109
CCc1ccccc1[N+](=O)[O-],99,118,110,96,103,105,105,102
CCCn1cc(C(=O)C2C(C)(C)C2(C)C)c2ccccc21,94,91,101,93,95,101,106,104
CCCCn1c(=O)c(C(c2c(O)c3ccccc3oc2=O)c2cn(C)c3ccccc23)cc2cc(Cl)ccc21 (centres undefined),101,110,104,96,106,104,112,103
N#Cc1nc(-c2cc3ccccc3oc2=O)oc1N1C[C@@H]2C[C@H](C1)c1cccc(=O)n1C2,99,100,126,96,100,102,98,100
Cc1ccccc1OP(=O)(Oc1ccccc1C)N1CCOCC1,105,111,104,102,/,101,109,/
C[C@]12CCC3[C@@H](CC[C@@]45O[C@@H]4C(O)=C(C#N)C[C@]35C)C1CC[C@@H]2O (some centres undefined),111,94,89,85,107,112,99,95
CC(C)(C1CCC(O)CC1)C1CCC(O)CC1 (centres undefined),100&103,92&103,110&117,100&99,107&98,109&112,102,98&95
ClCCSC(c1ccccc1)(c1ccccc1)c1ccccc1,74,97,109,82,85,99,101,79
C[C@]12CCc3nc(Nc4cccc(C(=O)O)c4)sc3C1=CC[C@@H]1[C@@H]2CC[C@]2(C)C(=O)CC[C@@H]12,92,90,94,98,110,97,105,96
C[CH2][Pb]([CH2]C)([CH2]C)[O]C(=O)c1ccc(N)cc1,48,40,57,73,39,59,/,/
N#CCCc1ccccc1,112,113,106,97,121,108,118,95
O=C1NC(=O)C(=Cc2csc3ccccc23)C(=O)N1,94,97,/,89,81,115,107,87
CC12CCC3c4ccc(O)cc4CCC3C1CCC2NC(=O)Cc1ccc(N(CCCl)CCCl)cc1 (centres undefined),72,135,92,84,94,99,81,67
CCOc1cccc(C(Cc2ccccc2)NC)c1 (centres undefined),100,76,95,96,100,97,94,114
Cc1ccc(O)c(C)c1,100,111,108,92,110,107,92,97
CN1C(=O)N[C@H]2[C@@H]3NC(=O)c4ccc(Br)n4[C@@H]3C[C@]21O,-11*,-27*,-48*,-54*,-56*,-35*,-29*,/
CC(C)OCCCNC(=O)CCl,106,111,/,111,/,117,117,102
CCOC(=O)c1cnc(SCc2ccc(Cl)c(Cl)c2)nc1N1CC1C (centres undefined),76,92,115,62,/,100,96,100
NCC(O)CSP(=O)(O)O (centres undefined),106,106,/,112,110,107,/,102
COC1=CC(=O)O[C@@H](/C=C/c2ccccc2)C1,119,99,83,115,98,120,65,123
COc1cccc(C)c1NC1=NCCO1,105,113,122,102,98,104,120,108
Cc1cc(-c2ccc(N)c(C)c2)ccc1N,102,94,102,101,120,139,128,107
COC12c3c(C)cc(O)c4c(=O)occ(c34)C(=O)C1C13COC(=O)c4c(O)cc(C)c(c41)C(=O)C2C3OC(C)=O (centres undefined),94,93,96,98,81,92,112,106
Cc1ccc(Nc2[nH]c(=S)nc3[se]c4c(c23)CCCCC4)cc1,80,117,119,100,102,103,105,/
CCCCCCCCOC(=O)CCN1CC1,108,110,107,109,119,113,100,103
CC1CN1P(=O)(c1ccccc1)N1CC1C (centres undefined),94,118,110,104,122,110,/,104
C[N+]12C(=O)CC3OCC=C4C[N+]5(C)CCC6(c7ccccc71)C2C3C4CC65O (centres undefined),98,101,99,95,92,106,/,93
C=CC(=O)NCO,107,102,121,102,116,105,117,/
NC1=NCC(c2ccc(Cl)cc2)O1 (centres undefined),111,100,100,98,111,116,/,88
c1cnc2[nH]cc(-c3csc(-c4cn(CCN5CCCCC5)c5ccccc45)n3)c2c1,50,82,96,/,84,77,79,92
CNC(=O)Oc1ccccc1Br,102,99,99,98,104,102,115,93
O=C(O)CCCc1ccc(N(CCCl)CCCl)cc1,75&87,89&99,97&87,79&83,109&102,99,113&120,73&104
CN(C)Cc1c[nH]c2cc([N+](=O)[O-])ccc12,93,/,101,98,103,109,/,109
Cc1cc(NC(=O)NCc2ccc(N3C(N)=NC(N)=NC3(C)C)cc2)ccc1S(=O)(=O)F,60,57,42,12,34,57,69,/
O=C(O)CNC(=O)CCl,99,94,104,104,98,111,119,106
CCC(C)(O)C#N (centres undefined),107,119,103,105,137,108,108,90
CC1CCCC(C[N+](C)(C)C)C1=O (centres undefined),85,76,125,90,117,108,111,112
Cc1[nH]c2ccccc2c1C=C(C#N)C#N,90,103,103,156,99,116,98,99
Cc1nc2ccccc2c(=O)n1-c1nccs1,101,96,92,97,117,111,89,/
CC(=O)O[C@H](C[C@H](C(C)C)N(C)C(=O)[C@@H](NC(=O)[C@H]1CCCCN1C)C(C)C)c1nc(C(=O)N[C@@H](Cc2ccccc2)C[C@H](C)C(=O)O)c(C)s1,46,59,-8.4*,48,62,63,21,46

# Taken from above.
# C[N+]12C(=O)CC3OCC=C4C[N+]5(C)CCC6(c7ccccc71)C2C3C4CC65O (centres undefined) – SK-MEL-28: 106
# COP(=S)(OC)Oc1ccc([N+](=O)[O-])c(Cl)c1 – T-47D: 91
# CCOP(=O)(CC(N)=O)OCC – T-47D: 91
# COc1ccc(/C=C/C(=O)c2cc(S(=O)(=O)N(CCCl)CCCl)c(OC)cc2OC)cc1 – BT-549: 86
# CC(=O)C(c1ccccc1)c1ccccc1 – SK-MEL-2: 112

# Screening data deposited in PubChem BioAssay by NCI.
